# Bioassay records from PubChem BioAssay.
# RAD54 inh – inhibitors of human RAD54 branch migration, primary screen, biochemical, fluorescence, single point; DNA repair and recombination protein RAD54-like (Homo sapiens), Q92698; RAD54 Holliday junction branch migration, FAM/BHQ fluorescence; inhibition, % at 10.4 µM; hit rate 0.14% among 360,000;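 active means mean normalized replicate activity at least 40 and at least half of replicates scoring 40 or more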;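 further: 0% = median of neutral control wells and 100% = median of positive control wells; inhibitors cause a drop in the FAM fluorescence signal; in these data hits start at about 50%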
# Target sequence (Q92698 whole entry, looked up): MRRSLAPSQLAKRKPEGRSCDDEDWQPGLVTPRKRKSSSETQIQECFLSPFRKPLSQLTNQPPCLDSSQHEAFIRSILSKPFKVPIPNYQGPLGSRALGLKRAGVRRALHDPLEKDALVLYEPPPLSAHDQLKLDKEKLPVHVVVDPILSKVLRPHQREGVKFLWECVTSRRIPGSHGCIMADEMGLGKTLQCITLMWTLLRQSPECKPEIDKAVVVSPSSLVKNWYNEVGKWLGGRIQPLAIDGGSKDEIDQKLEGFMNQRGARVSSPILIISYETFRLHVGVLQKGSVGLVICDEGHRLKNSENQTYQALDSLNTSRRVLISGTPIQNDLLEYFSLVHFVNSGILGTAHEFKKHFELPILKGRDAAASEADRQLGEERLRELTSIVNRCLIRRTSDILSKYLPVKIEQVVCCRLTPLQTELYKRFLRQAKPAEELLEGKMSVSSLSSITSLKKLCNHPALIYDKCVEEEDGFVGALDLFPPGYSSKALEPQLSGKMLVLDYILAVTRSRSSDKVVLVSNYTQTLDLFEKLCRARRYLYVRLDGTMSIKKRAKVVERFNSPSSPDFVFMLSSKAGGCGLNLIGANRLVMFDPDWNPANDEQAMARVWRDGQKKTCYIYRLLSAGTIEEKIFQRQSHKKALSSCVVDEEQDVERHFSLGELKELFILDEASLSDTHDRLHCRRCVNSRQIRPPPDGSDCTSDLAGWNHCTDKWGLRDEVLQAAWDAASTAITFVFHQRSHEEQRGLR
# Active calls of the source: *.
Structure	RAD54 inh
CCN1C(=O)/C(=C/N2CC(C)CC(C)C2)SC1=S (configuration not stated)	-10
CCOC(=O)N1CCC(c2nc(C)sc2C(=O)O)CC1	5
COc1ccc(S(=O)(=O)N2CCOCC2)cc1C(=O)Nc1ccon1	3
O=C(C1CCCN(Cc2cccc(F)c2)C1)N1CCCCC1 (configuration not stated)	2
CNC(=S)NNC(=O)c1sccc1OCc1ccc(Cl)cc1Cl	-9
O=C(Nc1ccccc1-c1nnn(CC(=O)N2CCc3ccccc3C2)n1)C1CCC1	-7
CCOC(=O)c1nnc(-c2ccc(C)cc2)nc1Sc1ccc(Cl)cc1	-1
COCCNC(=O)C1CCC(=O)N(c2ccc(OC)cc2)C1c1ccc(OC)c(OC)c1 (configuration not stated)	2
COc1c(Cl)ccc(Cl)c1C(=O)NC(=O)N1CCOCC1	5
Cc1ccc(N(CC(=O)Nc2cc(Cl)ccc2Oc2ccccc2)S(C)(=O)=O)cc1C	6

# The results go on.
Structure	RAD54 inh
COC(=O)CSc1nc(C)cc(C(F)(F)F)c1C#N	-1
CCOC(=O)c1ccccc1NC(=O)c1ccc(Cl)c(S(=O)(=O)N2CCOCC2)c1	1
c1ccc(Cn2ncc3c(N4CCOCC4)ncnc32)cc1	3
CN(/N=C/c1cccs1)c1cc(=O)n(C)c(=O)[nH]1	-2
COC(=O)c1ccc(OC)c(CSc2nnc(COc3ccc(OC)cc3)o2)c1	-1
c1ccc2c(CSCc3nc4ccccc4[nH]3)cccc2c1	-4
CCN1CCN(C(c2ccccc2)c2nnnn2CCc2ccc(OC)c(OC)c2)CC1 (configuration not stated)	-15
CCOc1[nH]n(-c2ccc(Cl)cc2)c(=O)c1C=Nc1ccc(O)cc1	1
CC(CNC(=O)c1cncc(O)c1)NC(=O)c1cncc(O)c1 (configuration not stated)	-1
COc1ccc(CCNC(=O)c2ccn[nH]2)cc1OC	-1

# Continuation.
Structure	RAD54 inh
CCCCCCn1cc(C(=O)O)c(=O)c2ccccc21	8
CCN1CCN(c2ccc(NC(=O)Cc3ccccc3)cc2)CC1	-2
COc1ccc(-c2nnc(SCC(=O)Nc3nc4ccccc4s3)n2C)cc1	6
Cc1nc(SCC(=O)Nc2c(C)nn(C)c2C)c2cnn(-c3ccccc3)c2n1	-12
Cc1ccc(C)c2[nH]c(=O)c(CN(CCN3CCOCC3)Cc3nnnn3CC3CCCO3)cc12 (configuration not stated)	-8
CCC(Sc1nc2ccccc2c(=O)[nH]1)C(=O)O (configuration not stated)	-8
Cc1nc2ccccc2nc1CSc1nncs1	-4
COc1ccc(C2C(C(=O)OCC(=O)Nc3ccc(C)cc3)CCC(=O)N2c2ccc(OC)cc2)cc1 (configuration not stated)	-2
O=C(CN1CCCC1)Nc1ccc(NC(=O)Nc2ccccc2)cc1	0
Cc1cccc(NC(=O)CSCc2cc(=O)n3ccsc3n2)c1C	3

# Other structures follow.
Structure	RAD54 inh
O=c1[nH]cnc2c1sc(=S)n2-c1ccccc1	-4
COc1ccccc1CNC(=O)CCn1c(=O)sc2ccccc21	-10
CC(C)Sc1nc(SCC(=O)NCc2ccco2)c2c3c(sc2n1)COC(C)(C)C3	-2
CC1(C)CC(=O)c2cc(OCC(=O)NCCN3CCCc4ccccc43)ccc2O1	-5
CC(=O)NC(=S)Nc1ccc(NC(=O)COc2ccc(Cl)cc2Cl)cc1	-1
COc1ccccc1NC(=O)NCC(=O)Nc1ccc(F)c(F)c1	-7
Cc1nc(S/C(=C/c2ccc(-c3ccc(Cl)cc3)o2)C(=O)O)n[nH]1	2
CS(=O)(=O)N(CC(=O)NCCSCc1cccc(Cl)c1)c1ccc2c(c1)OCO2	7
O=C(NCCCN=C1NS(=O)(=O)c2ccccc21)c1ccncc1	-6
Cc1cc(C2C(C#N)=C(N)SC(N)=C2C#N)c(C)s1	-86

# New compounds follow
Structure	RAD54 inh
CCn1c(SCC(=O)N/N=C/c2ccc(C)o2)nnc1-c1ccccc1	-1
COc1ccc(S(=O)(=O)N(CC(=O)NCC2CCCO2)c2ccccc2)cc1OC (configuration not stated)	-12
COc1ccc(-c2nnc(NC(=O)c3ccc(S(=O)(=O)N4COCC4(C)C)cc3)o2)cc1	-7
CCCCOc1ccc(-c2nnc(-c3ccncc3)o2)cc1	-9
c1ccc2c(c1)[nH]c1c(N3CCCC3)ncnc12	40
Cc1cc(N2CCCCC2)n2nc(C)c(-c3ccccc3)c2n1	6
Cn1c(N)c(C(=O)c2cc(-c3ccccc3)nc3ccccc23)c(=O)n(C)c1=O	8
Cc1cccc(CN2CCN(C(=O)c3ccccc3F)CC2)c1	-8
N/C(=N\OC(=O)C12CC3CC(CC(C3)C1)C2)c1cccnc1	-3
CCOC(=O)c1nn(-c2ccc(C)cc2)c2nc(Nc3ccccc3)cc(=O)n12	4

# Following part
Structure	RAD54 inh
COC(=O)CCC(=O)Nc1ccccc1C(N)=O	9
CS(=O)(=O)Nc1ccc(C(=O)Nc2ccccc2C(=O)N2CCCC2)cc1	-7
O=C(CCCOc1ccccc1)NCc1ccco1	8
COc1ccc(OC)c(NC(=O)C2CCN(S(=O)(=O)c3c(C)noc3C)CC2)c1	1
COCCNC(=O)CSc1nc2cc(OC)c(OC)cc2c(=O)n1Cc1ccco1	10
COc1ccc(C2CC(c3cccs3)=NN2S(=O)(=O)c2ccc(C)cc2)cc1 (configuration not stated)	-9
CCC(=O)N1CCc2cc(Br)cc(S(=O)(=O)NCCN3CCCCC3CC)c21 (configuration not stated)	-10
CCOc1ccc(/C(O)=C2/C(=O)C(=O)N(CC3CCCO3)C2c2ccco2)cc1 (configuration not stated)	-12
CCOC(=O)C(Cc1ccccc1)NS(=O)(=O)c1ccc(NC(C)=O)cc1 (configuration not stated)	0
Cc1ccc(OCC(=O)O/N=C(\N)Cc2ccc(Cl)cc2)cc1	-7

# Next section:
Structure	RAD54 inh
O=C(NCCCN1CCCC1=O)c1ccc2c(c1)NC(=O)C(N1CCOCC1)S2 (configuration not stated)	5
O=C(Nc1cnccn1)c1cccc(C(F)(F)F)c1	-12
CC(C)C(=O)Nc1cccc(S(=O)(=O)c2cccc(NC(=O)C(C)C)c2)c1	-4
Cc1cccc(OCC(=O)Nc2ccccc2N2CCCCC2)c1	-10
COC(=O)CSc1nc(N2CCCCC2)c2c(c1C#N)CCCC2	-1
COc1ccccc1N1CCN(C(=O)CCn2c(=O)[nH]c3ccccc3c2=O)CC1	5
CCOC(=O)Nc1ccc2c(c1)N(C(=O)CCN1CCN(CCO)CC1)c1ccccc1S2	-2
COC(=O)c1nnn(CC(=O)Nc2cccc(Cl)c2C)c1C(=O)OC	-9
COc1cccc(N(C(=O)CNC(=O)c2ccco2)C(C(=O)NC2CCCC2)c2ccncc2)c1 (configuration not stated)	-5
Cc1cccc(N(C)C(=O)c2cc3cc4ccc(C)cc4nc3o2)c1	12

# Other entries:
Structure	RAD54 inh
CCn1c(SCC(N)=O)nnc1-c1ccc2[nH]c(C)c(C)c2c1	-3
Cc1ccc(Cn2cccc2C2=NC(C)CO2)cc1 (configuration not stated)	-3
Cc1[nH]nc(Nc2ccccc2)c1[N+](=O)[O-]	-2
CC1(c2ccccc2)NC(=S)N2C1NC(=S)N2c1ccccc1 (configuration not stated)	-2
C=CCO/N=C(/C)c1c(O)c(CC)c(-c2ccccc2)n(-c2ccccc2)c1=O	-12
CC(=O)Oc1c2occc2cc2ccc(=O)oc12	3
COc1ccccc1-c1c(C)c(C)nc(N)c1C#N	8
O=C(c1ccccc1)N1CC(COc2ccccc2)OC(c2cccnc2)O1 (configuration not stated)	2
Cc1nn(Cc2ccccc2Cl)c(Cl)c1/C=C/C(=O)OCC(=O)NC(N)=O	-13
O=C1CSC(c2cn(-c3ccccc3)nc2-c2cccs2)N1CC1CCCO1 (configuration not stated)	-12

# More records
Structure	RAD54 inh
Cc1nc(N)sc1-c1nnc(SCC(=O)Nc2nccs2)n1C	10
Cc1ccc(C(=O)CSc2ncn[nH]2)cc1	-9
O=C(NCN1CCN(c2ccccn2)CC1)c1cnccn1	-4
COC(CNC(=O)C1CC(=O)N(CCc2ccccc2)C1)OC (configuration not stated)	-3
CCOC(=O)COc1ccc2cc(C(=O)OCC)c(=O)oc2c1	-3
CCN(CC)S(=O)(=O)c1ccc(OCC(=O)NCc2ccccc2)cc1	6
COc1ccc(S(=O)(=O)Nc2nnc(C(C)C)s2)cc1	0
CCOC(=O)CNC(=O)CN1C(=O)CCS(=O)(=O)c2ccccc21	-1
O=C(Nc1cc(S(=O)(=O)N2CCCC2)ccc1Cl)C1=COCCO1	-16
O=C(Nc1ccc(Cl)cc1)N1CCSCC1	3

# Other compounds:
Structure	RAD54 inh
Cc1cc(N)n2ncc(-c3ccccc3)c2n1	11
Cc1ccc(N2C(=O)C3C(C2=O)C2C=CC3C23CC3)cc1 (configuration not stated)	-2
COC(=O)c1ccc(NC(=O)C23CC4CC(C2)CC(n2cncn2)(C4)C3)cc1	-1
COc1ccc(CCn2c(N3CCN(Cc4ccccc4)CC3)nc3c2c(=O)[nH]c(=O)n3C)cc1	6
Cc1nn(CC(=O)Nc2ccc(Cl)cn2)c(C)c1[N+](=O)[O-]	4
Cc1ccc(S(=O)(=O)N2CCN(C(=O)c3cc4c(C)nn(-c5ccccc5)c4s3)CC2)cc1	-10
O=C(c1ccc(N2C(=O)C3CC=C(Cl)CC3C2=O)cc1)N1CCCCC1 (configuration not stated)	4
Cc1ccccc1C(=O)Nc1ccccc1C(=O)NCc1ccccc1	-3
O=C1/C(=C\c2ccco2)SC(=S)N1Cc1ccccc1	-14
CCOC(=O)c1c(NC(=O)c2cccc(N3C(=O)CCC3=O)c2)sc(C)c1C	11

# (next part)
Structure	RAD54 inh
CCC1(C)Cc2c(sc3nc(NN)n(C)c(=O)c23)CO1 (configuration not stated)	2
C=CCc1ccccc1OCC(=O)OCCNC(=O)c1cccnc1	-4
O=c1[nH]c2ccccc2nc1N1CCOCC1	-68
O=C(c1cc2sccc2n1Cc1ccccc1)N1CCc2ccccc21	-3
COc1cccc2c(=O)c3c(cnn3C)n(C)c12	29
Cc1cc(C)n2nc(SCC(=O)N(C)Cc3ccccc3)nc2n1	0
COCc1cc(CN2CCN(C)CC2)c(O)c2ncccc12	5
CC(=O)Nc1ccc(NC(=O)CCCCCN2C(=O)c3ccccc3C2=O)cc1	-6
COc1ccc(-c2ccc(=O)n(CC(=O)NCc3ccco3)n2)cc1	-6
COc1cc(NC(=O)c2ccccc2Cl)c(OC)cc1NC(=O)CN1CCOCC1	5

# (continued)
Structure	RAD54 inh
Cc1ccc2cc3c(NC(=O)C4CCCO4)nn(CC(C)C)c3nc2c1 (configuration not stated)	-11
CC1=C(C(=O)NCc2ccccc2)C(c2ccc(C)o2)n2ncnc2N1 (configuration not stated)	6
Nc1cccnc1Sc1cc(Cl)c(Cl)cc1Cl	-18
Cn1nnnc1NCc1c(F)cccc1Cl	-7
CCOC(=O)N1CCC(NS(=O)(=O)c2cc3c(cc2C)NC(=O)CO3)CC1	-8
CCn1c(-c2cccc(Br)c2)n[nH]c1=S	4
Cn1c(CO)cnc1SCc1ccc(Cl)cc1	-5
COc1ccccc1N1CCN(C(=O)c2ccc(N3CCCC3=O)cc2)CC1	-1
COc1ccc(F)cc1S(=O)(=O)NC1CCCCCC1	-1
NC(=NC(=O)c1ccccc1)C1=C(O)CCC1=O	-12

# Arranged by formula weight (rising): some entries from above.
Structure	RAD54 inh
Cn1nnnc1NCc1c(F)cccc1Cl	-7
Cn1c(CO)cnc1SCc1ccc(Cl)cc1	-5
COc1ccc(F)cc1S(=O)(=O)NC1CCCCCC1	-1
CC1=C(C(=O)NCc2ccccc2)C(c2ccc(C)o2)n2ncnc2N1 (configuration not stated)	6
Cc1ccc2cc3c(NC(=O)C4CCCO4)nn(CC(C)C)c3nc2c1 (configuration not stated)	-11
COc1ccccc1N1CCN(C(=O)c2ccc(N3CCCC3=O)cc2)CC1	-1

# (cont.)
Structure	RAD54 inh
CC(O)CNc1nc2ccccc2n1-c1ncnc2sc3c(c12)CCC3 (configuration not stated)	11
COCCn1c(CN(Cc2ccccc2)Cc2ccccc2)nc2c1c(=O)n(C)c(=O)n2C	-6
CCN(CCO)C(=O)CC(c1ccccc1)c1cc(Br)ccc1O (configuration not stated)	-1
O=P(CO)(Cc1ccccc1)Cc1ccccc1	5
CSc1cccc(NC(=O)c2nnn(Cc3ccccc3)c2N)c1	-4
CCOC(=O)c1sc(-c2ccccc2)cc1NC(=O)CSc1nnnn1C	-5
CCCCN(CCCC)Cc1cc2ccccc2c2c1COC2	-1
COC(=O)c1cccc(CSc2nnc(-c3ccco3)n2-c2ccccc2)c1	-5
CCOC(=O)N1CCC(NS(=O)(=O)c2ccc3c(c2)oc(=O)n3C)CC1	-2
CC(=O)Nc1ccc2[nH]c(C)cc(=O)c2c1	9

# Random excerpt: 5 compounds from above, in no set order.
Structure	RAD54 inh
CC(=O)Nc1ccc2[nH]c(C)cc(=O)c2c1	9
COCCn1c(CN(Cc2ccccc2)Cc2ccccc2)nc2c1c(=O)n(C)c(=O)n2C	-6
COC(=O)c1cccc(CSc2nnc(-c3ccco3)n2-c2ccccc2)c1	-5
O=P(CO)(Cc1ccccc1)Cc1ccccc1	5
CCCCN(CCCC)Cc1cc2ccccc2c2c1COC2	-1

# The listing continues:
Structure	RAD54 inh
Cc1noc(C)c1COc1ccc(C(=O)OCC(=O)Nc2ccc3c(c2)OCO3)cc1	-2
COc1cccc(OCCN2CCN(c3ncnc4c3cnn4-c3ccccc3)CC2)c1	-1
CCC1(C)Nc2ccccc2C(=O)N1O (configuration not stated)	-13
C/C(=N\NC(=O)C1CC1c1ccccc1)c1ccc(C)s1 (configuration not stated)	5
N#Cc1c(/N=C/N2CCOCC2)sc2c1CCCCC2	-18

# This is a subset (hit frequency here may not be typical).
